Tb PFK block: inhibitors of T. brucei phosphofructokinase. 330,000 tested, 0.17% active. Potency, µM (doses to about 57.5 µM), inactives show at the highest dose activity, negative = inhibition, actives largely listed as inhibitors. T. brucei PFK, ADP-Glo luminescence;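 further: potency means the concentration at half of the fitted maximal effect; 0% = uninhibited 1x PFK enzyme wells and -100% = no-enzyme wells; nearly all actives have a fitted effect of over 60% in size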
Target sequence (O15648 whole entry, looked up): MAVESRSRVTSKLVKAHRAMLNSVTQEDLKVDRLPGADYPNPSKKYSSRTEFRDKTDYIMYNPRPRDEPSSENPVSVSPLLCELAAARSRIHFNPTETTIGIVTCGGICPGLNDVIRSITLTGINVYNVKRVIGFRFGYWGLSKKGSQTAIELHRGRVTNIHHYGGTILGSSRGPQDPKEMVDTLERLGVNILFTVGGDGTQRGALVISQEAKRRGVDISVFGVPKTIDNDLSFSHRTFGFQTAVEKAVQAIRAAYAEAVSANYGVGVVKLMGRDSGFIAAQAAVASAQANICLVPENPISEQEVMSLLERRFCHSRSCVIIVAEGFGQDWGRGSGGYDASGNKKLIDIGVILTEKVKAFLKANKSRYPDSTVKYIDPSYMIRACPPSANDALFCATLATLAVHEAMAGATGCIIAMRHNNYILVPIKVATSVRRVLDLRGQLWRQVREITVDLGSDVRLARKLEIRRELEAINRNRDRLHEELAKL
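1.25 nM PFK with 0.5 mM F6P and 0.1 mM ATP in 0.1 M TEA pH 8.0, 5 mM MgCl2, incubated 45 min at room temperature; ADP measured by ADP-Glo luminescence; compounds titrated up to 57 uM.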
NPC1 prom act: activators of NPC1 promoter. Huh7 NPC1 promoter luciferase reporter, 24 h. Potency, µM (series often up to 9.22 µM), inactives show at the highest dose activation, most hits filed as activators. 320,000 tested, 2.4% active;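 further: potency means the concentration at half of the fitted maximal effect; % of control where 0% means no effect; nearly all actives have a fitted effect of over 60% in size; reporter is driven by a mutant NPC1 promoter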
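In 1536-well qHTS, Huh7 cells harboring an NPC1 promoter–luciferase construct received compound for 24 h; activation was quantified by luminescence following luciferase reagent addition.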
KCNH2 3.1 inh: blocks the human KCNH2 3.1 channel isoform; U2OS KCNH2 3.1, thallium flux FluxOr; hits give low values; AID 720553; activity change, % (tested at about 1.8 µM); 340,000 tested, 0.95% active;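 active means maximum activity change below -70%; inconclusive means maximum activity change from -70% to -50%; inactive means maximum activity change above -50%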;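 further: thallium influx rate constant from kinetic fluorescence after stimulation buffer; on the % scale 0 is the no-effect control and ±100 the full control effect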
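Thallium flux via FluxOr fluorescence (Red40 quencher, 45 min loading) in U2OS cells virally expressing the KCNH2 3.1 isoform (1.77 x 10^8 /mL virus, overnight at 37 C). Rate constants from 2-min kinetic reads post-stimulation, normalised to positive and negative controls.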
RORgamma inh: inhibitors of mouse ROR gamma transcriptional activity; P51450; Drosophila S2 Gal4-RORgamma UAS-luciferase reporter, 20 h; 310,000 tested, 5.4% active; Potency, µM (titrated, usually from 53.6 µM), for inactives: top-dose activity change, negative = inhibition, usual class: inhibitors; further: potency means the concentration at half of the fitted maximal effect; on the % scale 0 is the no-effect control and ±100 the full control effect; nearly all actives have a fitted effect of over 60% in size
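Using a luciferase readout, inhibitors were identified by reduced reporter activity in Drosophila cells coexpressing a copper-inducible Gal4–ROR gamma fusion and UAS-driven Photinus luciferase, incubated 20 hr after 700 uM copper sulfate.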
Giardia killer: Giardia lamblia killing | Giardia lamblia trophozoite viability | activity change, % at 7.66 µM, hits read low | 340,000 tested, 0.15% active | AID 540267; in the data active means activity change below about -80%; inconclusive means between about -30% and that limit;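 further: parasites exposed to compound for two days anaerobically before the ATP read; on the % scale 0 is the no-effect control and ±100 the full control effect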
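Media and compound were dispensed first, then trophozoites at 100 cells/well; plates sat 48 hrs at 37 deg C without oxygen before ATP luminescence reagent was added and read after 15-30 min at room temperature.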
ELG1 genotoxic: inducers of genotoxicity in HEK293T ELG1-luciferase cells. HEK293T ELG1-luciferase reporter, luminescence, 16 h. Potency, µM (top dose mostly 46 µM), without a hit: at the highest dose activity change, positive = activation, most hits filed as activators. 330,000 tested, 1.3% active. AID 504466; further: potency means the concentration at half of the fitted maximal effect; % of control where 0% means no effect; nearly all actives have a fitted effect of over 60% in size
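Step 1: seed 2,000 HEK293T ELG1-luciferase cells per well. Step 2: add compound or DMSO, incubate 16 hr at 37 °C. Step 3: ONE-Glo, 30 min at room temperature, read luminescence.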
FLuc modulator: inhibits or activates purified firefly luciferase, miR-21 counter-screen. P08659. purified FLuc, Km substrates, luminescence inhibition. Potency, µM (top dose mostly 57.5 µM), inactives show at the top dose activity change, negative = inhibition, actives largely listed as inhibitors. 360,000 tested, 6.9% active;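 further: potency means the concentration at half of the fitted maximal effect; plate controls were vehicle for no effect and reference inhibitor for full effect; nearly all actives have a fitted effect of over 55% in size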
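Biochemical qHTS of compounds, final roughly 60 µM downward over six points, against 10 nM purified firefly luciferase using Km concentrations of substrates (10 uM D-luciferin, 10 uM ATP) in Tris acetate pH 7.5 buffer; luminescence output.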
Rab9 promoter act: activates the Rab9 promoter; Huh7 Rab9 promoter-luciferase reporter, luminescence, 24 h; Potency, µM (top dose mostly 9.22 µM), inactives show top-dose activation, negative = inhibition, hits mostly activators; 320,000 tested, 2.8% active; AID 485297; further: potency means the concentration at half of the fitted maximal effect; % of control where 0% means no effect; nearly all actives have a fitted effect of over 60% in size
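Using Huh7 cells stably transfected with Rab9 promoter–luciferase, compounds were incubated 24 h at 37 °C, 5% CO2; luciferase luminescence was read 10 min after reagent addition.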
uPA surface inh: blocks generation of uPA at the cell surface; 330,000 tested, 0.31% active; Potency, µM (top dose mostly 38.3 µM), for inactives: top-dose activity change, negative = inhibition, most hits filed as inhibitors; cell surface uPA generation assay, qHTS; active means well fitted inhibition curve with a large enough effect; inconclusive means small, poorly fitted or top-dose-only effect; inactive means no such curve, though single readings can be large or run the other way; tested in mouse RAW 264.7 cells; further: potency means the concentration at half of the fitted maximal effect; on the % scale 0 is the no-effect control and ±100 the full control effect; nearly all actives have a fitted effect of over 55% in size
VP16 counter: Gal4-VP16 reporter inhibition counter-screen. Drosophila S2 Gal4-VP16 UAS-luciferase, luminescence, 20 h. Potency, µM (top dose mostly 53.6 µM), for the others: top-dose activity, negative = inhibition, usual class: inhibitors. 310,000 tested, 3.5% active;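 further: Gal4-VP16 expression switched on by copper sulfate through the metallothionein promoter; potency means the concentration at half of the fitted maximal effect; on the % scale 0 is the no-effect control and ±100 the full control effect; nearly all actives have a fitted effect of over 50% in size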
Coupling enz: counter-screen for Giardia aldolase inhibitors: coupling enzyme system. coupling enzyme system counterscreen, AmpLite Red fluorescence. 290,000 tested, 0.67% active. activity change, negative = inhibition, % at 58.2 µM, hits read low. AID 2472; in the data active means activity change below about -30%; further: on the % scale 0 is the no-effect control and ±100 the full control effect
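Counterscreen of the coupled detection system alone, without aldolase: glyceraldehyde-3-phosphate coupling enzymes plus AmpLite Red readout. Compounds at 57.5 uM final, 10 min RT preincubation, 20 min RT reaction, fluorescence 525/598 nm.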
* hit, by the source's call; ? = inconclusive; . = no result given; [ ] = another dose, or the depositor's remark. Unless noted, the call rests on the fitted dose curve; in most records, active means well fitted curve in the direction sought with a large enough effect; inconclusive means small, poorly fitted or top-dose-only effect, or another doubt; inactive means no such curve, though single readings can be large; an effect the other way counts as inactive or inconclusive.

SMILES	RORgamma inh	Coupling enz	FLuc modulator	VP16 counter	KCNH2 3.1 inh	Giardia killer	Rab9 promoter act	Tb PFK block	NPC1 prom act	ELG1 genotoxic	uPA surface inh
CC[C@]12c3[nH]c4ccc(Cl)cc4c3CCN1C(=O)[C@@H](CC(=O)NCc1cccc(C(F)(F)F)c1)C[C@@H]2C(=O)N1CCN(C(=O)c2ccco2)CC1	.	.	.	.	1.3	6.4	.	-4.5%	.	1.6%	?
CNC(=O)c1ccsc1NC(=O)c1ccc2c(c1)CCCC2	7.6%	1.0	0.953µM*	-0.3%	-2.6	-19.9	11.9%	1.2%	-2.8%	17.2%	?
Cc1nc2nc(CSc3ccc(Cl)cc3)cc(=O)n2[nH]1	-22.3%	8.2	?	0.4%	3.8	-19.5	-2.7%	-2.8%	0.4%	-1.0%	2.7%
Cc1cc(C(=O)OCC(=O)N2CC(=O)Nc3ccccc32)c(C)n1-c1ccccc1	32.2%	3.8	?	3.5%	-9.9	3.8	0.5%	5.5%	-0.6%	-0.4%	0.3%
CCN(CC)CCC(=O)Nc1cccc2c1C(=O)c1ccccc1C2=O	?	-15.7	-8.5%	?	4.2	-24.7	-17.5%	18.7%	-12.7%	-4.8%	-11.7%
O=C(CSc1ccccc1)N1CCCC(Nc2ccccc2)C1 (stereo not given)	27.8%	-3.0	0.0%	?	-12.8	1.8	-0.6%	1.2%	-0.2%	0.6%	5.6%
COc1ccc(C(=O)NCCSCc2ccco2)cc1OC	32.6%	2.7	1.8%	4.7%	-2.2	-5.9	-2.8%	3.2%	0.0%	-5.2%	-13.0%
Cc1cc(C(=O)Nc2ccc3c(c2)OCCO3)c(C)o1	-38.0%	-0.2	7.57µM*	-14.9%	-20.0	-0.9	3.16µM*	-1.2%	?	4.61µM*	-5.5%

Brought forward from above: 4 compounds, followed by the next part.
SMILES	RORgamma inh	Coupling enz	FLuc modulator	VP16 counter	KCNH2 3.1 inh	Giardia killer	Rab9 promoter act	Tb PFK block	NPC1 prom act	ELG1 genotoxic	uPA surface inh
CCN(CC)CCC(=O)Nc1cccc2c1C(=O)c1ccccc1C2=O	?	-15.7	-8.5%	?	4.2	-24.7	-17.5%	18.7%	-12.7%	-4.8%	-11.7%
O=C(CSc1ccccc1)N1CCCC(Nc2ccccc2)C1 (stereo not given)	27.8%	-3.0	0.0%	?	-12.8	1.8	-0.6%	1.2%	-0.2%	0.6%	5.6%
COc1ccc(C(=O)NCCSCc2ccco2)cc1OC	32.6%	2.7	1.8%	4.7%	-2.2	-5.9	-2.8%	3.2%	0.0%	-5.2%	-13.0%
Cc1cc(C(=O)Nc2ccc3c(c2)OCCO3)c(C)o1	-38.0%	-0.2	7.57µM*	-14.9%	-20.0	-0.9	3.16µM*	-1.2%	?	4.61µM*	-5.5%
CCCCn1c(N)c(N(CCC)C(=O)C2CCCC2)c(=O)[nH]c1=O	.	.	0.2%	.	-36.1	-10.3	-1.2%	0.2%	0.0%	-1.6%	2.6%
COc1ccccc1C(=O)C1CCCN(C(=O)Nc2ccccc2F)C1 (stereo not given)	13.1%	1.3	?	7.9%	5.9	10.1	?	4.5%	17.3%	5.6%	-5.3%
Cc1ccc(OCc2nnc(SCC(=O)Nc3ccc4c(c3)OCCO4)n2Cc2ccco2)cc1	?	-0.3	?	?	-11.2	-11.0	5.9%	0.8%	-3.4%	-11.4%	2.4%
Cc1c(NC(=O)c2cc3ccccc3o2)c(=O)n(-c2ccccc2)n1C	-20.7%	-1.2	-8.2%	-1.6%	2.2	-1.7	-8.0%	1.7%	10.1%	0.4%	1.9%
CSc1ncccc1C(=O)OCC(=O)NC(C)CCc1ccccc1 (stereo not given)	.	.	.	.	0.6	-20.0	.	0.0%	.	0.8%	4.9%
CC(C)(C)n1nnnc1C(c1cccnc1)N1CCN(c2ccccn2)CC1 (stereo not given)	2.6%	9.3	0.0%	2.2%	-4.2	10.8	-4.8%	2.3%	-1.9%	-7.9%	1.5%
Cc1cc(C)n2cc(CSc3nc4cc(Cl)ccc4o3)nc2n1	15.3%	-0.9	-1.5%	1.1%	-4.9	-11.6	1.5%	0.5%	0.7%	1.8%	3.6%
O=C(O)CSc1cc(NS(=O)(=O)c2ccc(Br)cc2)c2ccccc2c1O	-38.5%	-43.6*	?	-19.6%	6.3	-22.6	-31.9%[inhibitor]	-25.6%	-31.8%[inhibitor]	-15.5%	?
COC(=O)C1C(=O)c2c([nH]c(C(=O)OC3CCCCCC3)c2C)CC1C (stereo not given)	44.4%	-3.3	?	?	3.1	11.9	?	6.1%	?	18.4µM*	-18.8%
Cc1oc2ccc(NS(=O)(=O)c3ccc(F)cc3)cc2c1C(=O)O	-3.4%	-20.1	?	3.3%	23.9	10.7	-2.9%	2.5%	-3.4%	1.2%	6.4%
CCc1cc(C(=O)N2CCN(c3ncc(C(F)(F)F)cc3Cl)CC2)sc1C	5.5%	-0.7	-2.7%	5.5%	-12.4	20.1	-3.5%	1.1%	-1.2%	-19.4%	0.2%
C=CCOC(=O)C(C#N)c1nc2ccccc2nc1N1CCC(C(=O)OCC)CC1 (stereo not given)	-13.0%[0.365 µM]	-2.8	3.4%	.	-4.8	-2.4	-0.2%	-13.2%	0.7%	-18.9%	2.3%
